BRCA1 expr act – BRCA1 expression activation; 380,000 compounds, 1.1% hits; Potency, µM (top dose mostly 46.1 µM), for the others: at the highest dose activation, actives largely listed as activators; MCF7-BRCA1-FFLuc reporter, luminescence, 48 h; response scale: scaled: vehicle 0%, 10 µM genistein 100%; also: potency is read from the fitted curve at half-maximal effect; nearly all actives have a fitted effect of over 80% in size; some results filed as inactive show a strong effect at the top dose
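Reporter cells (MCF7, BRCA1 promoter-firefly luciferase) received library compounds across a concentration series for 48 h. End-point luminescence was measured and concentration-effect curves derived after normalization.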
TSG101-PTAP inh – blocks PTAP/TSG101 interaction to inhibit HIV-1 budding | Q99816 | Fluorescence polarization, FITC-PTAP peptide / Tsg101 binding | Potency, µM (highest dose often 115 µM), for inactives: top-dose activity change, negative = inhibition, most hits filed as inhibitors | 340,000 tested, under 10 active | AID 493005; active = well fitted inhibition curve with a large enough effect in the main read-out, with a control signal flat, not every such curve was filed as active; inconclusive = small, poorly fitted or top-dose-only effect, or effect the other way, or a change in a side signal; inactive = no such curve, though single readings can be large or run the other way; also: potency is read from the fitted curve at half-maximal effect; % of control where 0% means no effect
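Steps: Tsg101 binding domain dispensed (10 uM final), compounds pinned in DMSO, FITC-labeled PTAP-motif peptide added (50 nM final); after 20 min binding at room temperature, polarization measured.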
TCR activator – T cell receptor activation; primary human leukocytes, anti-CD3, IL-2 HTRF, 48 h; Potency, µM (titrated, usually from 9.22 µM), without a hit: top-dose activation of IL-2 secretion, actives largely listed as activators; 330,000 tested, under 10 active; also: % of control where 0% means no effect
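IL-2 release read by HTRF sandwich (Eu cryptate donor, d2 acceptor, 665 nm emission) after 48 hr exposure of primary human leukocytes to compound together with anti-CD3 beads in the absence of co-stimulatory signals.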
MLL CXXC-DNA inh – blocks binding of human MLL CXXC domain to DNA; Q03164; MLL-CXXC / FITC-HOXA9 DNA fluorescence polarization; Potency, µM (doses to about 115 µM), without a hit: top-dose activity change, negative = inhibition, most hits filed as inhibitors; 290,000 compounds, 0.037% hits; active = well fitted inhibition curve with a large enough effect in the polarisation, with a control signal flat, not every such curve was filed as active; inconclusive = small, poorly fitted or top-dose-only effect, or effect the other way, or a change in a side signal; inactive = no such curve, though single readings can be large or run the other way; the % refers to the polarisation; also: potency is read from the fitted curve at half-maximal effect
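Steps: dispense CXXC domain solution (7 uM) → pin compounds or unlabeled HOX-A9 DNA control → 5 min ambient → add FLSN-HOX-A9 solution (50 nM) → spin → 30 min ambient → fluorescence polarization. Tris pH 7.5/NaCl/DTT/BSA buffer.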
AT treatment – potential ataxia-telangiectasia treatment | Potency, µM (top dose mostly 57.5 µM), without a hit: top-dose activation, most hits filed as activators | […] A-T fibroblasts, KAP-1 phosphorylation AlphaLISA; neocarzinostatin DNA damage 30 min before lysis | 320,000 compounds, 0.19% hits | AID 485349; also: potency is read from the fitted curve at half-maximal effect; % of control where 0% means no effect; nearly all actives have a fitted effect of over 45% in size
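hTERT-immortalized A-T patient fibroblasts ([…]), 500 cells/well in OPTI-MEM, 1% FBS, got compounds for 60 min, then NCS for 30 min at 37C. Lysates were then assayed for phospho-KAP-1 by AlphaLISA (anti-pKAP1 donor, anti-KAP1 acceptor beads), 6 hr at 25C.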
TRPV1 ag – human TRPV1 agonism | TRPV1-expressing cells, Fluo-8 calcium influx, agonist mode | activation, % at 8.33 µM | 320,000 compounds, 0.19% hits; in the data active = activation above about 80%; inconclusive = between about 30% and that limit; also: 0% is about no effect
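TRPV1-expressing cells were cultured overnight at 35.5C and loaded with Fluo-8 calcium dye for 40 to 90 min at room temperature. After a 10 s baseline, compound was added and calcium influx was read kinetically for 3 min (ex 480/em 520 nm).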
p53 reactivator – restores transcriptional activity of mutant p53. H1299 p53-A138V BP100-luciferase reporter, luminescence, 24 h. Potency, µM (titrated, usually from 92.2 µM), for the others: top-dose activity change, positive = activation, most hits filed as activators. 320,000 compounds, 0.063% hits; also: potency is read from the fitted curve at half-maximal effect; % of control where 0% means no effect; nearly all actives have a fitted effect of over 45% in size
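p53-null H1299 cells stably carrying temperature-sensitive p53-A138V and a BP100-luciferase reporter were pinned with compounds (4-point, 1:5 series) and held 24 hrs at 37 deg C. Luminescence was read 10 min after detection reagent.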
Integrin act MD – activates integrin-mediated alleviation for muscular dystrophy | alpha7betagal myoblasts, beta-gal FDG fluorescence, 48 h | Potency, µM (top dose mostly 38.3 µM), for the others: at the top dose activation, usual class: activators | 350,000 compounds, 0.064% hits | AID 624291;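 also: potency is read from the fitted curve at half-maximal effect; 100% = response of the positive control SU9516; nearly all actives have a fitted effect of over 60% in size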
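Alpha7betagal+/- myoblasts (passage 13) were plated 16-24 hr, then exposed to compounds (1:260 dilution of DMSO stock) for 48 hours at 37C. After MPER lysis, β-galactosidase reporter activity was read as FDG fluorescence (ex 480/em 540) after 30 minutes.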
ELG1 repair inh – inhibitors of ELG1-dependent DNA repair in HEK293T cells; 330,000 compounds, 2.3% hits; HEK293T ELG1-luciferase reporter, luminescence, 16 h; DNA damage induced by 5-fluorouridine; Potency, µM (titrated, usually from 46.1 µM), inactives show top-dose activity change, negative = inhibition, most hits filed as inhibitors; also: potency is read from the fitted curve at half-maximal effect; % is scaled to controls: 0 for no effect and ±100 for the full control effect; nearly all actives have a fitted effect of over 55% in size
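DMSO vehicle served as the neutral condition. Each well held 2,000 cells given 5-fluorouridine plus compound; after 16 hr at 37 °C/5% CO2, ONE-Glo was added and luciferase measured 30 min later.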
B2AR arrestin – recruits beta-arrestin to the human beta2-adrenergic receptor | P07550 | beta-arrestin recruitment to beta2AR, cell-based reporter | Potency, µM (doses to about 46.1 µM), for the others: top-dose activation, most hits filed as activators | 330,000 compounds, 0.02% hits | AID 492947;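 also: potency is read from the fitted curve at half-maximal effect; 0% = DMSO controls and full agonism = EC100 isoproterenol or metaproterenol; nearly all actives have a fitted effect of over 65% in size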
Starred values were filed as active, the others as inactive; ? = inconclusive; nt = no result given; & = joins results of further samples; [ ] = dose if it differs, or a comment. Unless noted, calls follow the shape of the dose curve; as a rule, active = well fitted curve in the direction sought with a large enough effect; inconclusive = small, poorly fitted or top-dose-only effect, or another doubt; inactive = no such curve, though single readings can be large; an effect the other way counts as inactive or inconclusive.

SMILES	BRCA1 expr act	TSG101-PTAP inh	TCR activator	MLL CXXC-DNA inh	AT treatment	TRPV1 ag	p53 reactivator	Integrin act MD	ELG1 repair inh	B2AR arrestin
COc1ccc(C2Nc3ccccc3NC3=C2C(=O)CC(C)(C)C3)cc1 (centres undefined)	22%	1%	5%	21%	4%	2	?	-23%	?	0.5%
Cc1nc(CN2CCN(C(=O)NC3(c4ccccc4)CC3)CC2)cs1	26%	-8%	-5%	-2%	-1%	-3	2%	18%	5%	-0.1%
COc1ccc(C(=O)Nc2nc(N)n(-c3ccccc3)n2)cc1	36%	0%	-4%	12%	7%	0	18%	3%	?	0.2%
COC(=O)CN1CCN(C(=O)c2ccc(F)cc2)c2ccccc2C1	12%	-7%	-2%	-2%	5%	-2	-2%	21%	7%	0.0%
O=C(NC(=S)Nc1ccc(F)cc1)c1ccc2c(c1)OCCO2	106%	-4%	-4%	-1%	1%	-2	20%	17%	?	0.3%
O=c1[nH]cnc2c1ncn2[C@@H]1O[C@H](CO)[C@@H](O)[C@H]1O	30%	-2%	-7%	1%	8%	1	1%	nt	30%	-0.8%
COCCN(C(=O)COC(=O)CCCc1c[nH]c2ccccc12)c1c(N)n(Cc2ccccc2)c(=O)[nH]c1=O	-2%	-3%	-15%	nt	nt	nt	nt	11%	nt	nt
O=C(Oc1ccccc1Cl)c1ccccc1P(=O)(O)O	8%	-2%	3%	19%	nt	-4	10%	-12%	5%	0.2%
COC(=O)C1=C(C)N(Cc2ccccc2)C(=NCc2cc(OC)c(OC)c(OC)c2)N[C@H]1CCc1ccccc1	-23%	-4%	5%	?	-2%&-10%	3	1%	-21%	?	-0.8%&0.5%
CCOC(=O)c1c(C)[nH]c(C2=NNC(=NC(C)COC)SC2)c1C (centres undefined)	59%	-6%	-1%	6%	-1%	2	14%	-7%	?	4.0%
Cc1ccc(/C=N/N2C(=S)SC(C)(C)C2N(O)C(=O)Nc2ccc([N+](=O)[O-])cc2)cc1 (centres undefined)	-50%	-11%	-2%	13%	-4%	3	-4%	-46%[inhibitor]	-22%	-0.2%
O=C(Nc1ccc2c(c1)[nH]c(=O)c1ccccc12)C(F)(F)F	16%	1%	-2%	nt	nt	nt	nt	9%	nt	nt
CC1(C)CC(=O)C=C(NCc2ccccc2)C1	0%	-5%	nt	1%	1%	-4	-4%	17%	0%	0.2%
OCCCN1CCN(CCCOc2ccccc2-c2ccccc2)CC1	-17%	0%	-10%[46.1 µM]	23%	-1%	-5	-6%	4%	2%	-0.4%
O=C(NC1=NCCS1)c1ccc(Cl)s1	5.6µM*	nt	nt	11%	4%	-1	?	-2%	?	2.7%
COc1cc(/C=C/C(=O)O)cc(S(=O)(=O)Nc2ccc3c(c2)OCO3)c1OC	26%	-6%	-17%	4%	-8%	-1	0%	-5%	7%	0.1%
COc1ccc2c(c1)CCc1c(C(=O)NC3CCCCC3)noc1-2	?	2%	3%	0%	5%	-2	?	-21%	?	0.2%
CN1CCN(CC(C)(C)NS(=O)(=O)c2ccccc2)CC1	-12%	1%	-5%	nt	17%	nt	-10%	19%	16%	-1.9%
COc1ccc(-c2nn(Cc3ccccc3)cc2C(=O)N2CCN(c3ncccn3)CC2)cc1	2%	-8%	nt	nt	-5%	12	4%	-37%	-11%	-1.2%
CCOc1ccc(N2C(=O)C(Cl)=C(N3CCOCC3)C2=O)cc1	13%	0%	nt	-6%	-2%	?	nt	-30%	-11%	-0.7%
COc1ccc(C2Nc3ccccc3C(=O)N2c2ccccc2)cc1Cn1cc([N+](=O)[O-])cn1 (centres undefined)	15%	-2%	-2%[46.1 µM]	6%	-3%	4	7%	8%	?	-0.3%
CCOc1ccc(NC2=C(OC)C(=O)c3ccccc3C2=O)cc1	-15%	-2%	-4%[46.1 µM]	0%	-7%	2	19%	-17%	24%	-0.6%
O=C(Nc1cc(S(=O)(=O)N2CCOCC2)ccc1Cl)C1CCC1	-4%	-2%	2%	nt	7%	3	-5%	12%	-2%	0.2%
O=S1(=O)NC[C@]23C[C@H](c4ccc(F)cc4)[C@@H](C[C@@H]21)O3	-2%	-7%	1%	-7%	-14%	1	8%	11%	4%	-0.5%
O=C(CNC(=O)c1nc[nH]c1C(=O)NCC(=O)OCc1ccccc1)OCc1ccccc1	-7%	-2%	2%	2%	-3%	-7	25%	35%	-2%	0.4%
CCC(C)Sc1ccc(-c2nc3ccc(Cl)cn3c2NCc2ccccc2)cc1 (centres undefined)	?	2%	0%	nt	4%	nt	14%	15%	?	0.0%
COc1cc(/C=C(\C#N)C(=O)Nc2cc(C(F)(F)F)ccc2Cl)ccc1OCC(=O)Nc1cccc(C(F)(F)F)c1	-44%	17%	0%[46.1 µM]	36%[activator]	6%	3	3%	12%	6%	-0.6%
COc1ccc(NC(=O)COc2ccc(N(C)S(=O)(=O)c3ccc(C)cc3)cc2)cc1	-27%	1%	1%[46.1 µM]	-4%	-15%	3	1%	6%	?	-0.5%
COc1cccc(CN2CCNC(=O)C2CC(=O)NC2CCCC2)c1OC (centres undefined)	-1%	-3%	2%	-2%	4%	0	7%	11%	-2%	-0.9%
COc1ccc(-n2c(SCC(=O)Nc3ccc4c(c3)OCO4)nc3c(c2=O)SCC3)cc1	-3%	0%	4%	-5%	7%	nt	1%	-13%	3%	0.2%
COc1cc(OC)cc(C(=O)NCC2CCCN(C(=O)c3oc(C)cc3C)C2)c1 (centres undefined)	-20%	-3%	3%	18%	4%	0	5%	-10%	23%	0.2%
COc1ccc(C2c3cc(OC)c(OC)cc3CCN2S(C)(=O)=O)cc1OC (centres undefined)	3%	1%	-3%	0%	6%	2	2%	-23%	?	-0.4%
Cc1cc2cc(CNC(=O)Nc3ccccc3)ccc2n1C	?	-3%	-8%[46.1 µM]	2%	0%	-1	?	7%	-8%	-0.7%
Cc1sc2ncn(CC(=O)NCC(=O)N(C)C3CCCCC3)c(=O)c2c1C	0%	-1%	1%	13%	nt	4	-5%	2%	1%	0.3%
O=C(NCc1csc(-c2cccs2)n1)C1CC1	11µM*	0%	4%	0%	2%	1	6%	11%	?	3.1%
Cc1c(C(=O)NNC(=S)Nc2ccc(S(N)(=O)=O)cc2)oc2ccccc12	0%	-6%	-4%	-12%	-1%	-4	-9%	29%	-1%	0.2%
N#Cc1nc(COc2ccccc2F)oc1NCCc1ccccc1	38%	-4%	-10%	16%	2%	26	?	1%	?	-0.3%
CCOc1ccc(N2Cc3ccccc3C2)cc1	?	0%	-4%	5%	16%	0	20%	0%	?	-0.9%
N#Cc1ccc2c(c1)nc1ccccn12	18%	-1%	2%	0%	-1%	2	-1%	13%	19%	0.1%
COc1cc(OC)cc(C(=O)Nc2cccc3nc(C)ccc23)c1	-15%	-9%	4%	7%	6%	0	-40%[inhibitor]	19%	-10%	0.2%
COc1ccc(/C=N/OC(=O)Nc2ccccc2OC)cc1	?	-2%	6%	4%	-2%	1	1%	-2%	?	-0.1%
Cc1nc(NCCO)c(C#N)c2c1COC(C)(C)C2	-13%	-3%	-4%	-1%	0%	-1	3%	1%	-4%	-0.1%
COc1ccccc1C(=O)NC(=O)CSc1nnnn1C	-1%	-5%	4%	nt	15%	nt	0%	25%	21%	-1.7%
COc1ccc(S(=O)(=O)N2CCCC2CNC(=O)C(=O)NC2CCCCCC2)cc1 (centres undefined)	-3%	-5%	-6%	nt	11%	-2	8%	12%	-11%	0.1%
CCNc1ccc(C(=O)OCC(=O)N2c3ccccc3NC(=O)C2(C)C)cc1[N+](=O)[O-]	-56%	-3%	3%[46.1 µM]	-3%	-4%	-5	1%	-13%	?	0.1%
COc1cccc(/C=N/NC(=O)c2c(C)nc3ccc(Cl)cn23)c1O	-88%	-10%	1%	4%	-3%	2	?	-13%	?	-0.1%
CCCCCCCCCCCCN1C(=O)CSC1c1cccnc1 (centres undefined)	-36%	0%	-9%	-25%	9%	-5	-3%	-27%	?	0.5%
CCCCCOC(=O)c1cc(=O)[nH]c2ccccc12	-35%	-1%	6%	5%	8%	0	?	-14%	?	0.7%
CC1Cc2ccccc2N1C(=O)c1ccc2nccnc2c1 (centres undefined)	0%	-2%	-13%	19%	10%	-1	1%	?	-2%	0.2%
Cc1c(C)c2ccc(OCC(=O)Nc3ccccn3)cc2oc1=O	30%	1%	-3%	8%	6%	-2	11%	25%	?	0.2%
CC/C(=C\c1oc2cc3ccccc3cc2[n+]1CC)Nc1ccccc1	-14%	16%	0%	78%[activator]	9%	0	25%	-62%[inhibitor]	-10%	11%
Nc1cccc2c1C(=O)N(CCOc1ccc(F)cc1)C2=O	?	-7%	1%	20%	?	-4	?	-15%	?	-0.2%

Compound activity (PubChem)
